# CXXC DNA block: blocks binding of human MLL CXXC domain to DNA | Potency, µM (top dose mostly 115 µM), for the others: at the highest dose activity change, negative = inhibition, actives largely listed as inhibitors | MLL-CXXC / FITC-HOXA9 DNA fluorescence polarization | 290,000 tested, 0.037% active | AID 2662; active = well fitted inhibition curve with a large enough effect in the polarisation, with a control signal flat, not every such curve was filed as active; inconclusive = small, poorly fitted or top-dose-only effect, or effect the other way, or a change in a side signal; inactive = no such curve, though single readings can be large or run the other way; the % refers to the polarisation; also: potency is read from the fitted curve at half-maximal effect
#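 Steps: dispense CXXC domain solution (7 uM) → pin compounds or unlabeled HOX-A9 DNA control → 5 min ambient → add FLSN-HOX-A9 solution (50 nM) → spin → 30 min ambient → fluorescence polarization. Tris pH 7.5/NaCl/DTT/BSA buffer.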
# MBNL1 CUG block: inhibitors of human MBNL1 binding to CUG repeat RNA. TR-FRET MBNL1-His/biotin-(CUG)12 binding, 665/545 ratio. Potency, µM (top dose mostly 57.5 µM), for the others: at the top dose activity change, negative = inhibition, hits mostly inhibitors. 280,000 tested, 0.036% active. AID 2675; active = well fitted inhibition curve with a large enough effect in the signal ratio, with a control signal flat, not every such curve was filed as active; inconclusive = small, poorly fitted or top-dose-only effect, or effect the other way, or a change in a side signal; inactive = no such curve, though single readings can be large or run the other way; the % refers to the signal ratio; also: potency is read from the fitted curve at half-maximal effect; % is scaled to controls: 0 for no effect and ±100 for the full control effect
#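 Compounds (final 92 nM to 58 uM) are added to His-tagged MBNL1 and biotin-(CUG)12, then terbium anti-His antibody and streptavidin-XL665 (5 nM final). After 60 min at room temperature, the 665/545 nm ratio is read.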
# Integrin act MD: activates integrin-mediated alleviation for muscular dystrophy; 350,000 tested, 0.064% active; alpha7betagal myoblasts, beta-gal FDG fluorescence, 48 h; Potency, µM (series often up to 38.3 µM), without a hit: at the top dose activation, hits mostly activators;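 also: potency is read from the fitted curve at half-maximal effect; 100% = response of the positive control SU9516; nearly all actives have a fitted effect of over 60% in size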
#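 Alpha7betagal+/- myoblasts (passage 13) were plated 16-24 hr, then exposed to compounds (1:260 dilution of DMSO stock) for 48 hours at 37C. After MPER lysis, β-galactosidase reporter activity was read as FDG fluorescence (ex 480/em 540) after 30 minutes.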
# A-T KAP1 phos: potential ataxia-telangiectasia treatments restoring KAP-1 phosphorylation. […] A-T fibroblasts, KAP-1 phosphorylation AlphaLISA; neocarzinostatin DNA damage 30 min before lysis. Potency, µM (doses to about 57.5 µM), for inactives: at the top dose activation, hits mostly activators. 320,000 tested, 0.19% active; also: potency is read from the fitted curve at half-maximal effect; % of control where 0% means no effect; nearly all actives have a fitted effect of over 45% in size
#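 hTERT-immortalized A-T patient fibroblasts ([…]), 500 cells/well in OPTI-MEM, 1% FBS, got compounds for 60 min, then NCS for 30 min at 37C. Lysates were then assayed for phospho-KAP-1 by AlphaLISA (anti-pKAP1 donor, anti-KAP1 acceptor beads), 6 hr at 25C.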
# ASM inhibitor: human S-ASM enzyme inhibition; 340,000 tested, 0.006% active; Potency, µM (highest dose often 57.5 µM), without a hit: at the top dose activity change, negative = inhibition, most hits filed as inhibitors; placental ASM, HMU-PC fluorogenic substrate, 60 min; P17405; also: potency is read from the fitted curve at half-maximal effect
#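 Fluorogenic HMU-PC substrate (9 uM final) is turned over by placental ASM in 60 min at 37 C after a 10 min compound preincubation. Reaction ended by alkaline stop (pH 10), with fluorescence read at 386/447 nm.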
# TRPV1 agonist: agonists of human vanilloid receptor 1 (TRPV1); 320,000 tested, 0.19% active; TRPV1-expressing cells, Fluo-8 calcium influx, agonist mode; activation, % at 8.33 µM; AID 540275; in the data active = activation above about 80%; inconclusive = between about 30% and that limit; also: 0% is about no effect
#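 Fluo-8 calcium influx in TRPV1-expressing cells, kinetic read (ex 480/em 520 nm). Compound added and read 3 min for agonist activity, followed by capsaicin at EC20 final and 2 min further read for enhancement.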
# GALK inhibitor: inhibitors of human galactokinase. Purified GALK, Kinase-Glo residual ATP luminescence. P51570. 270,000 tested, 0.007% active. Potency, µM (titrated, usually from 57.5 µM), inactives show at the highest dose activity change, negative = inhibition, actives largely listed as inhibitors; also: potency is read from the fitted curve at half-maximal effect; % is scaled to controls: 0 for no effect and ±100 for the full control effect
#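 The enzyme phosphorylates galactose (100 uM) using ATP (35 uM); inhibition is detected as higher residual ATP, quantified by bioluminescence after 1 h reaction at room temperature, pH 8.0.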
# FBPA coupling cs: coupling enzyme interference in Giardia aldolase counter-screen; coupling enzyme system counterscreen, AmpLite Red fluorescence; activity change, negative = inhibition, % at 58.2 µM, hits read low; 290,000 tested, 0.67% active; in the data active = activity change below about -30%; also: % is scaled to controls: 0 for no effect and ±100 for the full control effect
#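 Coupling enzymes only (glyceraldehyde-3-phosphate) + compound, at 57.5 uM final, 10 min RT; add substrate/coupling/AmpLite Red mix, 20 min RT; fluorescence ex 525/em 598 nm. Actives flag coupling-system interference.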
# KCNH2 WT inh: inhibitors of human wildtype KCNH2 potassium channel; Q12809; U2OS, BacMam KCNH2, thallium flux FluxOr; hits give low values; activity change, % at 1.84 µM; 340,000 tested, 0.37% active; AID 720551;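 active = maximum activity change below -70%; inconclusive = maximum activity change between -70% and -50%; inactive = maximum activity change above -50%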; also: % is scaled to controls: 0 for no effect and ±100 for the full control effect
# Target sequence (Q12809 whole entry, looked up): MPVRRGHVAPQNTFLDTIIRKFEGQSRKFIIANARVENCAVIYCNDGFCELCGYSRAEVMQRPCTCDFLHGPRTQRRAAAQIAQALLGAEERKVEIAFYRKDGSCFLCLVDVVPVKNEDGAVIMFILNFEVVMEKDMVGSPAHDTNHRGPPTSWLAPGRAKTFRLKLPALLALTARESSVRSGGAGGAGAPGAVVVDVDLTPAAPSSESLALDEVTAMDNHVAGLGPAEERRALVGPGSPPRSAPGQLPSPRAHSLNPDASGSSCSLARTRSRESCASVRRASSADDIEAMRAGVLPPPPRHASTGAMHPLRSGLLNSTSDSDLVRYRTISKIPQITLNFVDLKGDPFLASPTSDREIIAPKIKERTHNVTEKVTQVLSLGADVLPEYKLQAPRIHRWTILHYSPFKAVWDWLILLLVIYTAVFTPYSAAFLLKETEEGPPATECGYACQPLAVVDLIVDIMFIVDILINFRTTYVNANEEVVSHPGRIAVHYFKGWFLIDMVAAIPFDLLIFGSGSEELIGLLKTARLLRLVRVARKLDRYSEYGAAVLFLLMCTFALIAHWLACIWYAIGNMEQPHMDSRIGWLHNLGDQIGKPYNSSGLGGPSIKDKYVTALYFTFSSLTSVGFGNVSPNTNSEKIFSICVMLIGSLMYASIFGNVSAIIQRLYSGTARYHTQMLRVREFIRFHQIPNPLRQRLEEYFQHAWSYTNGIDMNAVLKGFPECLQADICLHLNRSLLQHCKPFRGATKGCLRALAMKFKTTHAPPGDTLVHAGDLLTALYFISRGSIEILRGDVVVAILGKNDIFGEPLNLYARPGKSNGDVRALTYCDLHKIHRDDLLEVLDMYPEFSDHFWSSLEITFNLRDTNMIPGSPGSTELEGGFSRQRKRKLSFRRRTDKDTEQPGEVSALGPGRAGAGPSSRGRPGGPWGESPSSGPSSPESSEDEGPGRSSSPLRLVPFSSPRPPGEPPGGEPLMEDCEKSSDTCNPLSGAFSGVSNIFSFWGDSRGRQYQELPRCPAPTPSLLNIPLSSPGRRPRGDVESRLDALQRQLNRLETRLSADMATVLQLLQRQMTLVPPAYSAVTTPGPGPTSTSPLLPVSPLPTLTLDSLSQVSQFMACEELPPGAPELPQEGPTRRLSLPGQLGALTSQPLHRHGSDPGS
#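 U2OS cells transduced with wild-type KCNH2 virus are loaded with FluxOr dye for 45 min, and thallium flux is measured in kinetic reads before and after stimulation buffer. Rate constants are normalized to DMSO controls.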
# KCNH2 3.1 block: blocks the human KCNH2 3.1 channel isoform. U2OS KCNH2 3.1, thallium flux FluxOr; hits give low values. activity change, % (tested at about 1.8 µM). 340,000 tested, 0.95% active. AID 720553;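 active = maximum activity change below -70%; inconclusive = maximum activity change from -70% to -50%; inactive = maximum activity change above -50%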;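 also: thallium influx rate constant from kinetic fluorescence after stimulation buffer; % is scaled to controls: 0 for no effect and ±100 for the full control effect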
#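 Steps: virus added to U2OS suspension (4 h, RT, dark); medium with 10% FBS added, cells plated, 37 C overnight; FluxOr/Red40 loading buffer 45 min RT; stimulation buffer, 2 min kinetic read; rate constant normalized.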
# Active calls of the source: *; ? = inconclusive; · = not tested or not shown; [ ] = remark or other dose. Unless noted, calls follow the shape of the dose curve; as a rule, active = well fitted curve in the direction sought with a large enough effect; inconclusive = small, poorly fitted or top-dose-only effect, or another doubt; inactive = no such curve, though single readings can be large; an effect the other way counts as inactive or inconclusive.
SMILES	CXXC DNA block	MBNL1 CUG block	Integrin act MD	A-T KAP1 phos	ASM inhibitor	TRPV1 agonist	GALK inhibitor	FBPA coupling cs	KCNH2 WT inh	KCNH2 3.1 block
CC(C)(C)OC(=O)N1O[C@H]2CC1[C@@H]1[C@@H]2N=NN1CCc1ccncc1	·	·	0%	6%[11.5 µM]	0%	·	·	·	-7	·
COC(=O)[C@]1(Cc2ccccc2)N[C@H](CN(C)C(=O)Nc2ccc(C(F)(F)F)cc2)[C@@H]2C(=O)N(C)C(=O)[C@@H]21	·	·	-3%	-20%	-9%	·	·	·	-3	-4
O=C(CSc1nnc(-c2ccc3c(c2)OCO3)o1)Nc1ncc(C(F)(F)F)cc1Cl	10%	-7%	8%	-1%	-2%	1	-1%	2	-1	12
Cc1[nH]c2ccccc2c1C(=O)C(=O)NCc1cccs1	-10%	-3%	-36%	1%	-1%	-3	-2%	-2	8	26
CN(C)C1(CNC(=O)C2CCN(S(=O)(=O)c3cccc(C(F)(F)F)c3)CC2)CCCCC1	35%[activator]	-1%	-32%	0%	2%	1	-4%	·	52	0
CCOC(=O)NNC(=O)C12CC3CC(CC(C3)C1)C2	2%	·	-11%	-2%	8%	1	-1%	0	3	1
COc1ccc(OC)c(S(=O)(=O)NCC2CCCO2)c1 (stereo not given)	0%	-6%	-6%	3%	-3%	9	1%	4	1	8
CN1CCC(OC(=O)Cc2ccc(Cl)cc2)CC1	-1%	-12%	?	3%	1%	4	12%	3	·	13
O=C(CSc1nnnn1C1CCCC1)NCc1ccccc1	0%	0%	21%	7%	3%	-2	-1%	·	-1	-7
CCOC(=O)CCC(NC(=O)CCCC(=O)NC(CCC(=O)OCC)C(=O)OCC)C(=O)OCC (stereo not given)	1%	?	17%	-2%	8%	0	1%	0	0	-8
COc1ccc(Nc2nc(N)nc(CN3CCC(C)CC3)n2)cc1	25%	-1%	-5%	0%	2%	4	0%	11	32	?
Cn1c(S(=O)(=O)O)nc2ccccc21	8%	4%	-13%	1%	0%	-4	0%	5	6	13
COC(=O)C(NC(C)=O)(Nc1cc(C)ccn1)C(F)(F)F (stereo not given)	-5%	·	-8%	1%	-1%	·	-2%	1	-5	-7
CC(C)(C)N(Cc1ccccc1)C(=O)CN1C(=O)c2ccccc2C1=O	-9%	10%	10%	6%	-1%	26	3%	-2	0	-1
Cc1ccc(C(=O)NCCn2ccc3ccccc32)cc1[N+](=O)[O-]	2%	11%	0%	5%	-4%	27	-1%	0	3	-8
CCCC(=O)Nc1nnc(-c2ccc3c(c2)OCCO3)o1	15%	-7%	-28%	8%	2%	1	11%	1	-18	-8
O=C(O)CCCCCNC(=O)c1ccncc1	2%	-11%	-17%	0%	1%	0	-1%	-2	10	17
COc1ccc(NC(=O)Cn2c(=O)n(-c3ccc(OC)cc3OC)c(=O)c3c(C)c(C)sc32)cc1	10%	7%	-42%[inhibitor]	7%	-10%	1	0%	0	-2	3
Cc1ccc2nc(C)c3c(c2c1)COC3	2%	1%	18%	-4%	6%	1	0%	-3	16	13
CC(C)c1ccccc1OS(N)(=O)=O	1%	-1%	-6%	4%	6%	-1	·	-2	-12	2
O=C(CCc1ccccn1)N1CCCC(Nc2cccc(F)c2)C1 (stereo not given)	-13%	-3%	19%	-1%	9%	?	3%	-2	1	2
Cc1c(C(=O)N2CCN(c3ccccc3F)CC2)sc2ncn(CC(=O)N3CCOCC3)c(=O)c12	-4%	-1%	-12%	-2%	0%	0	-2%	3	13	-5
CS(=O)(=O)N1CCc2cc(C(=O)Nc3ccc(O)cc3)ccc21	-1%	-2%	13%	9%	0%	2	0%	0	-11	3
O=C(COc1ccccc1)Nc1nnc(-c2ccc(F)cc2)o1	27%	-8%	17%	19%	4%	4	-4%	·	1	4
CC(=O)N/N=C/c1cc(C(C)C)cc(/C=N/NC(C)=O)c1O	-3%	1%	-58%[inhibitor]	-5%	3%	1	2%	-2	-11	9
CC(C)C(NC(=O)CSCc1ccc([N+](=O)[O-])cc1)C(C)C	?	-12%	0%	-1%	4%	-4	0%	8	-1	-22
Cc1cc(C(=O)CN2C(=O)NC(c3ccccc3)(c3ccccc3)C2=O)c(C)n1Cc1ccccc1	44%[activator]	16%	-17%	1%	-1%	-1	1%	0	5	0
N#C/C(=C\c1ccc(-c2ccc(C(=O)O)cc2)o1)C(=O)NCC1CCCO1 (stereo not given)	-1%	·	-1%	-7%	31%[activator]	-3	1%	2	-5	-13
COCCn1c(SCc2cc(=O)n3ccsc3n2)nnc1-c1ccncc1	-3%	1%	-18%	2%	1%	6	0%	3	-3	3
O=C(O)c1ccc(N2C(=O)CC(SC(=NCc3ccc4c(c3)OCO4)Nc3ccccc3)C2=O)cc1 (stereo not given)	-9%	-3%	-20%	0%	-1%	13	·	-1	8	-14
Cc1cc(C(=O)N/N=C/C=C/c2ccc(Br)cc2)n[nH]1	-9%	15%	-32%	5%	-1%	-2	-2%	2	4	-19
O=C(COc1ccccc1)Nc1ccc2[nH]c(=O)[nH]c2c1	-4%	9%	-22%	1%	1%	2	3%	-1	-9	4
CC(c1nnc(SCC(=O)Nc2cccnc2Cl)n1Cc1ccccc1)N(C)C (stereo not given)	8%	-7%	14%	5%	6%	5	7%	2	-3	2
COC(=O)C1=C(C)N(Cc2ccccc2)C(=S)N[C@H]1CCc1ccccc1	10%	-8%	·	6%	·	2	·	1	·	·
O=c1c2ccccc2nc2n1C(CBr)CS2 (stereo not given)	-8%	-3%	?	1%	-4%	-2	4%	2	·	1
CNC(=S)N(Cc1cccs1)Cc1cc2ccc(OC)cc2[nH]c1=O	8%	·	6%	2%	-8%	1	1%	-5	1	-7
CC1CN(c2nc3ccccc3nc2C(C#N)C(=O)OC2CCCCC2)CC(C)O1 (stereo not given)	?	?	5%	6%	0%	·	0%	-1	-9	-19
CC(CCn1cccn1)NC(=O)c1cc(COc2ccc(F)cc2Cl)on1 (stereo not given)	-16%	-7%	?	-4%	-1%	4	1%	0	-6	-4
COc1cccc(CC(=O)Nc2nc3c(s2)C(=O)CC(C)(C)C3)c1	19%	-1%	-4%	0%	7%	7	-1%	0	-1	-4
C=CCc1cc(Cl)ccc1OCCOCCNCCOC	-3%	2%	5%	2%	-5%	2	1%	0	-2	1
CCN1C(=O)CSc2ccc(C(=O)NCc3ccccc3OC)cc21	0%	-10%	-7%	-1%	0%	6	-1%	2	-12	-4
Cc1ccccc1C(=O)Nc1ccc(N2CCCCCC2)cc1	-2%	-4%	-47%[inhibitor]	-5%	-2%	?	-1%	-5	?	-7
Cc1cc(C)nc(N2CCCC(C(=O)NCc3ccccc3)C2)n1 (stereo not given)	5%	?	16%	·	0%	2	-4%	-2	-3	1
CCOC(=O)C1(Cc2cccc(OC)c2)CCN(Cc2cc(OC)ccc2OC)CC1	-14%	-27%	-52%[inhibitor]	-3%	-1%	3	2%	1	20	?
Cc1nn(C)c(C)c1NC(=O)CCCSc1nc(-c2ccco2)cc(C(F)(F)F)n1	0%	?	-24%	-2%	-2%	?	0%	4	10	-5
NCCCCCc1nnc(SC/C=C/c2ccccc2)o1	15%	0%	-13%	-3%	4%	6	-4%	-1	6	-5
Cc1cc(NCCCn2ccnc2)n2nc(-c3ccc(Cl)cc3)cc2n1	-3%	-9%	-19%	1%	6%	-2	2%	-15	24	0
CCOc1ccccc1NC(=O)CSc1nnc(-c2ccco2)o1	-4%	3%	1%	2%	1%	-1	-1%	-13	5	6
O=c1[nH]c(C2CCCCC2)nc2ccccc12	6%	2%	-25%	0%	5%	-3	·	1	-1	20
O=C(Cc1ccc([N+](=O)[O-])cc1)c1c(O)cc(O)cc1O	-6%	14%	-18%	-1%	-12%	0	6%	1	5	-2
Cc1ccccc1-n1c(SCC(=O)N(C)C2CCS(=O)(=O)C2)nnc1-c1ccncc1 (stereo not given)	-8%	-7%	7%	11%	-1%	-3	1%	0	-2	24
COc1ccc(/C=N/NC(=O)c2cc(Br)ccc2O)cc1Cn1cc(Cl)cn1	0%	17%	-5%	-13%	-10%	-4	-1%	17	4	1
Cn1c(=O)c2c(nc(SCCOc3ccc4ccc(=O)oc4c3)n2C)n(C)c1=O	-2%	15%	·	-1%	·	-5	0%	1	·	·
CC(=O)/C=C(\C)N=Nc1c(O)[nH]c2ccccc12	36%	?	30%	-2%	?	8	1%	-1	-3	1
